Screening data: PubChem, National Center for Advancing Translational Sciences (NCATS)
Pol beta inh: qHTS Assay for Inhibitors of DNA Polymerase Beta | P06746 | 340,000 tested, 1.3% active | Potency, µM (titrated, usually from 114 µM), for the others: top-dose activity change, negative = inhibition, most hits filed as inhibitors | AID 485314, 2010 | Pol beta primer extension/strand displacement, fluorescence kinetic; note: potency is the fitted concentration of half-maximal effect; % is set by controls: 0 for no effect and ±100 for the full control effect
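Enzyme-only controls used 10 nM Pol beta; buffer lacking enzyme served as negative control. Compound preincubated 15 min, then 50 nM substrate added; 0 and 10 min reads at room temperature.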
RGS4 inh: Inhibitors of Regulator of G Protein Signaling (RGS) 4: qHTS. 390,000 tested, 0.039% active. Regulator of G-protein signaling 4 (Homo sapiens), P49798. AID 504845, 2011. Potency, µM (top dose mostly 114 µM), inactives show at the highest dose activity change, negative = inhibition, usual class: inhibitors. Transcreener GDP fluorescence polarization, RGS4-accelerated GTP hydrolysis; note: potency is the fitted concentration of half-maximal effect; % is set by controls: 0 for no effect and ±100 for the full control effect; nearly all actives have a fitted effect of over 75% in size; some results filed as inactive show a strong effect at the top dose
Target sequence (P49798 whole entry, looked up): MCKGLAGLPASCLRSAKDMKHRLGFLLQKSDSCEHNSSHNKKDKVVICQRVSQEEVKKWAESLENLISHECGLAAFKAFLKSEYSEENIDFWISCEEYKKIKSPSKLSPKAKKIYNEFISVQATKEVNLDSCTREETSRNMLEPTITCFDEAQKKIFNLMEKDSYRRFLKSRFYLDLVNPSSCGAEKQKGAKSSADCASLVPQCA
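MLSMR compounds (23 nl, pin-transferred) preincubated 10 min at room temperature with a 500nM (2x) first reagent, then RGS4 at 900nM (2x) plus Transcreener GDP mix added; fluorescence polarization (620/688 nm) read before and after 90 min at 30 °C.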
ALOX12 inh: Primary qHTS assay for inhibitors of human arachidonate 12S-lipoxygenase (ALOX12): Round 2. Polyunsaturated fatty acid lipoxygenase ALOX12 (Homo sapiens), P18054. purified 12hLO, xylenol orange hydroperoxide absorbance. Potency, µM (highest dose often 108 µM), without a hit: top-dose activity change, negative = inhibition, actives largely listed as inhibitors. 580,000 tested, 1.1% active; note: potency is the fitted concentration of half-maximal effect; % is set by controls: 0 for no effect and ±100 for the full control effect
Target sequence (P18054 whole entry, looked up): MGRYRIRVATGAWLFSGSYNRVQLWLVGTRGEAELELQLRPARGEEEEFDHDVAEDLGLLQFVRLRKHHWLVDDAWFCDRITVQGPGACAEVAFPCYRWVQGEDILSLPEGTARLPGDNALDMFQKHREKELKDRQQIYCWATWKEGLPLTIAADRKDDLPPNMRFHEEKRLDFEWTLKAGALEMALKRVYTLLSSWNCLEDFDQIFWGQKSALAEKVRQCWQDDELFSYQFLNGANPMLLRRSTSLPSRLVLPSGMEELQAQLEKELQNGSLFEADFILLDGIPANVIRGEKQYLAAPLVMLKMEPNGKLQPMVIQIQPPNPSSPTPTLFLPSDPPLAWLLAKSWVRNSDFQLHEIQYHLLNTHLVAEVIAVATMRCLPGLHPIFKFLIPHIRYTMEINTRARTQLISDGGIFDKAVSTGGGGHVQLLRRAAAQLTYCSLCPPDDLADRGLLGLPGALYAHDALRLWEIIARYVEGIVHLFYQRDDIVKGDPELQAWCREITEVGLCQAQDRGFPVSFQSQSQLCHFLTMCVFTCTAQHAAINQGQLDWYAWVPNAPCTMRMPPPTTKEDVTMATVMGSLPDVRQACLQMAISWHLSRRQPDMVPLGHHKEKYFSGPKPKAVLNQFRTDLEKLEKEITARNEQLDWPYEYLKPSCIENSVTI
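Hydroperoxide product was detected by ferrous iron/xylenol orange as the 573 to 405 nm absorbance ratio. Arachidonic acid at 40 uM (final) was turned over for 30 min at room temperature by 150 nM human 12hLO, pH 7.0 Hepes buffer, after 15 min compound preincubation.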
ERG Ets-DNA blk: qHTS for Small Molecule Inhibitors of the ERG Ets/DNA interaction | 370,000 tested, 0.028% active | Transcriptional regulator ERG (Homo sapiens), P11308 | AID 624246, 2012 | Potency, µM (titrated, usually from 76.9 µM), for inactives: top-dose FP activity, negative = inhibition, usual class: inhibitors | fluorescence polarization, His-ERG Ets domain / labelled DNA; active = well fitted inhibition curve with a large enough effect in the polarisation, with a control signal flat; inconclusive = small, poorly fitted or top-dose-only effect, or effect the other way, or a change in a side signal; inactive = no such curve, though single readings can be large or run the other way; the % refers to the polarisation;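 note: polarization taken with two DNA probes labelled with fluorescein and Texas red; potency is the fitted concentration of half-maximal effect; % of control where 0% means no effect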
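His-tagged ERG Ets domain (1 uM in the protein solution; 300mM KCl, 50mM Tris-HCl, 1mM EDTA, 1mM DTT, pH 7.5) received compound, then a probe mix of 5 nM fluorescein-DNA and 100nM Texas-615-DNA. Fluorescence polarization was read for both dyes.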
Pol eta inh: qHTS for Inhibitors of Polymerase Eta. AID 588591, 2011. 390,000 tested, 1.2% active. recombinant Pol eta, fluorescent DNA replication assay. DNA polymerase eta (Homo sapiens), Q9Y253. Potency, µM (doses to about 114 µM), inactives show top-dose activity change, negative = inhibition, usual class: inhibitors; note: potency is the fitted concentration of half-maximal effect; % is set by controls: 0 for no effect and ±100 for the full control effect
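Fluorescent replication assay: 50 nM final substrate added after a 15 min room-temperature compound preincubation with 10 nM enzyme. Signal taken at 0 min and again at 10 min.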
Anesthetic bind: qHTS Assay for Identification of Novel General Anesthetics. apoferritin/1-aminoanthracene competitive binding, fluorescence. Potency, µM (doses to about 77.5 µM), inactives show at the highest dose activity change, negative = displacement, most hits filed as inhibitors. 350,000 tested, 0.074% active. AID 485281, 2010; note: potency is the fitted concentration of half-maximal effect; % is set by controls: 0 for no effect and ±100 for the full control effect; nearly all actives have a fitted effect of over 20% in size
Target sequence (P02791 2-175 limits assumed): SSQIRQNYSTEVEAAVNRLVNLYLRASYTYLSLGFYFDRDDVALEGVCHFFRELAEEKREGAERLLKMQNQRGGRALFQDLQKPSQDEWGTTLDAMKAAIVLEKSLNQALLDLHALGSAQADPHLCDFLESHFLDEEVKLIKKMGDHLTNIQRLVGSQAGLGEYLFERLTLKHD
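Read-out: endpoint 1-AMA fluorescence, excitation 380 nm and emission 535 nm, after compounds sit 10 min at room temperature with 10 uM horse-spleen apoferritin in 50% saturated 1-AMA/PBS. Values come from four-parameter Hill fits.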
LDHA block: qHTS assay for inhibitors of human lactate dehydrogenase | L-lactate dehydrogenase A chain (Homo sapiens), P00338 | purified LDHA, NADH/diaphorase-resazurin fluorescence; hits give low values | activity change, % (values are at about 110 or 230 µM) | 480,000 tested, 0.15% active; in the data active = activity change below about -30%; inconclusive = mostly about -25% to -30%;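 note: plate controls were DMSO wells for no effect and wells without enzyme for full effect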
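Enzyme activity of human lactate dehydrogenase 5 (2 nM; 0.06 mM NADH, 0.2 mM pyruvate, 5 min, RT) is measured via a resazurin/diaphorase fluorescence readout of residual NADH.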
APEX1 inh: qHTS Assay for Inhibitors of the Human Apurinic/apyrimidinic Endonuclease 1 (APE1); DNA repair nuclease/redox regulator APEX1 (Homo sapiens), P27695; recombinant APE1, TAMRA/BHQ-2 abasic DNA cleavage fluorescence; Potency, µM (top dose mostly 65.8 µM), for inactives: top-dose activity change, negative = inhibition, actives largely listed as inhibitors; 350,000 tested, 0.35% active;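 note: potency is the fitted concentration of half-maximal effect; plate controls were vehicle for no effect and reference inhibitor for full effect; nearly all actives have a fitted effect of over 55% in size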
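Activity was derived from the fluorescence gain between first and third kinetic reads (60 s intervals, ex 525/em 598 nm) after 50 nM THF-abasic TAMRA/BHQ-2 duplex was added to 0.75 nM APE1 preincubated 15 min with compound.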
POLK inh: qHTS for Inhibitors of Polymerase Kappa; DNA polymerase kappa (Homo sapiens), Q9UBT6; purified Pol kappa, fluorescent DNA synthesis assay, 10 min; Potency, µM (titrated, usually from 107 µM), without a hit: at the top dose activity, negative = inhibition, usual class: inhibitors; 400,000 tested, 0.53% active; AID 588579, 2011; note: potency is the fitted concentration of half-maximal effect; % is set by controls: 0 for no effect and ±100 for the full control effect
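Activity was followed as the change in fluorescence between reads at 0 and 10 min after starting the reaction with 50 nM substrate. Beforehand, 10 nM polymerase had been preincubated with compound for 15 min at room temperature.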
Numbers without * were called inactive; ? = inconclusive; . = not tested or not shown; & = joins results of further samples; [ ] = another dose, or the depositor's remark. Unless noted, calls come from the whole dose curve; as a rule, active = well fitted curve in the direction sought with a large enough effect; inconclusive = small, poorly fitted or top-dose-only effect, or another doubt; inactive = no such curve, though single readings can be large; an effect the other way counts as inactive or inconclusive.

SMILES	Pol beta inh	RGS4 inh	ALOX12 inh	ERG Ets-DNA blk	Pol eta inh	Anesthetic bind	LDHA block	APEX1 inh	POLK inh
Cc1cc(C)n2nc(-c3ccc(Cl)cc3)nc2n1	8.6%	-1.6%	-21.6%	-7.0%	-5.9%	-1.2%	-1.7	.	-11.4%
O=C1/C(=C/c2ccco2)CCC1C1CCCC1 (stereo not given)	1.6%	-20.3%	-15.8%	-6.0%	-13.7%	?	-3.2	1.7%	12.5%
Cc1ccc(NC(=O)CN2C(=O)c3cccnc3Sc3ccccc32)c(Br)c1	7.6%	-23.0%	-26.8%	4.5%	.	?	-5.1	.	-8.0%
COc1cc2cc(C(=O)N3CCC(Cc4ccccc4)CC3)[nH]c2cc1OC	5.7%	-4.5%	16.0%	-14.5%	-10.4%	-0.4%	-1.6	-0.3%	14.7%
Cc1ccnc2nc(NC(=O)c3ccccc3Cl)nn12	51.7%	9.1%	-10.8%	0.5%	1.4%	1.7%	-10.3	.	1.4%
Cc1sc2nc(COC(=O)c3c(F)cccc3F)[nH]c(=O)c2c1C	-27.5%	-9.5%	-0.5%	21.3%	-13.8%	-10.6%	0.4	-2.7%	0.7%
O=c1c2ccccc2nc(-c2ccc(Cl)cc2)n1CCCCOc1ccc(F)cc1	?	-2.9%	4.1%	5.1%	-4.6%	-5.2%	-11.5	.	-14.9%
O=C1c2cccc3cccc(c23)C(=O)N1OS(=O)(=O)c1ccc(Cl)cc1	-9.2%	22.5%	-9.8%	-11.3%	-16.3%	5.6%	-11.4	-1.3%	-1.6%
Cc1noc(C)c1C(=O)Nc1ccccc1N1CCCC1	.	-10.7%	20.0%	12.7%	-16.9%	.	-2.5	13.4%	-9.7%
NS(=O)(=O)c1cc2c(cc1Cl)NC(C(Cl)Cl)NS2(=O)=O (stereo not given)	27.4%	1.4%	?	13.3%	-1.8%	0.8%	-8.5	-5.3%	-2.2%
CC(C)CN(C(=O)CSc1nnc2c(Cl)cc(C(F)(F)F)cn12)C1CCS(=O)(=O)C1 (stereo not given)	-0.5%	-22.1%[11.4 µM]	10.9%	0.0%	-8.8%	1.9%	3.2	0.3%	-4.3%
Nc1nnc(CSCc2ccccc2)s1	27.7%	-2.9%	26.2%	-15.6%	-1.8%	?	0.1	-2.3%	-1.1%
COc1ccccc1CNC(=O)C(=O)NCC(c1ccco1)S(=O)(=O)c1ccc(F)cc1 (stereo not given)	-12.1%	-27.7%	-19.2%	-3.4%	-18.4%	-9.5%	-3.4	.	3.9%[60.1 µM]
CC(=O)Nc1ccc(Nc2nc3ccc(C)cc3n3nnnc23)cc1	1.6%	-50.1%	-12.6%	1.7%	-29.9%	69.0%[activator]	-0.3	.	4.8%
O=C(Nc1ccc(Cl)cc1)Nc1nnc(CSCc2ccc(Cl)cc2)s1	8.8%	26.3%	1.0%	10.3%	-4.8%	0.8%	-7.8	3.0%	-5.9%[60.1 µM]
Cc1nc(NCCN2CCOCC2)c2oc3ccccc3c2n1	2.1%	4.9%	0.0%	-1.0%	-8.7%	-6.6%	-3.8	0.1%	5.4%
O=C(NCc1ccc(F)cc1)c1c(O)nc2ccccn2c1=O	4.6%	2.1%	-25.7%	-2.7%	-10.2%	-7.2%	4.2	.	4.3%
Cc1ccc(-n2nc3cc(Cl)c(NC(=O)c4ccco4)cc3n2)cc1	-1.6%	-3.2%	-31.4%	-1.4%	-16.3%	-8.4%	-1.5	-2.1%	-11.0%
O=C(CSc1nnc(-c2cccnc2)s1)Nc1ccnc2ccccc12	-0.4%	-10.8%	11.2%	-0.1%	-8.9%	-14.7%	3.5	-2.1%	-10.0%
COc1cc(/C=N/NC(=O)CNC(=O)c2ccco2)ccc1O	-3.3%	19.1%	-0.9%	5.9%	-4.9%	-12.4%	-4.4	-1.4%	-7.3%
Cc1cccc(OCCc2nnc(N)s2)c1C	-11.1%	8.4%	-7.9%	-5.1%	3.0%	?	-6.0	0.5%	0.2%
O=C(N/N=C/c1cccs1)c1cccc(NC(=O)c2ccccc2Cl)c1	-14.3%	-24.7%	0.7%	8.9%	-20.9%	0.0%	-6.5	22.2%	2.9%
Cc1nc2ccc(S(=O)(=O)N3CCCCC3)cc2s1	7.6%	6.0%	-4.0%	0.6%	5.5%	-8.1%	-5.7	40.9%	-13.5%
Cc1ccc(NC(=O)CN2C(=O)NC3(CCCCC3)C2=O)cc1S(=O)(=O)N1CCOCC1	.	19.3%	-7.3%	13.0%	-8.6%	.	-2.8	9.5%	-10.1%
C/C(=N\NC(=O)c1ccccc1Br)c1ccc(N2CCOCC2)cc1	-0.9%	-18.7%	6.6%	-4.1%	-8.8%	-13.6%	0.1	-1.0%	0.7%
Nc1nc2cc(Br)ccc2o1	.	-22.1%	-3.9%	-2.1%	-25.2%	.	-1.2	.	-6.6%
COc1ccc2oc(C(=O)OCC(=O)N(CC(C)C)c3c(N)n(Cc4ccccc4)c(=O)[nH]c3=O)c(C)c2c1	.	-26.9%	-20.2%	.	8.1%	.	-5.7	-1.0%	-2.6%
S=C(Nc1ccccc1)N1CCCN1c1ccccc1	-7.8%	19.0%	419.9%[activator]	-3.7%	-2.0%	0.3%	-2.8	?	-10.0%
CC(OC(=O)c1ccc(CN2CCCC2=O)cc1)C(=O)Nc1ccc(Cl)cc1 (stereo not given)	.	-26.7%	4.3%	-2.1%	-10.6%	.	-5.6	47.1%	-17.3%
C/C(=N/NC(=O)c1ccccn1)c1ccncc1	14.1%	6.5%	74.0%[activator]	0.1%	-1.1%	7.4%	-2.4	54.6%[activator]	-17.4%
CCC(C)NC(=O)CN(c1ccc(OC)cc1)S(=O)(=O)c1ccccc1 (stereo not given)	7.5%	?	-2.6%	-7.1%	-4.7%	?	-0.3	4.7%	3.1%
CCNC(=S)NNc1nc(N2CCOCC2)nc(N2CCOCC2)n1	25.1%	3.9%	?	-19.1%	-4.0%	-5.4%	-4.2	-1.1%	-2.3%
COc1ccc(C(=O)NCc2nnc(SCC(=O)N3CCC(C)CC3)o2)cc1OC	7.1%	-35.6%	-7.0%	1.3%	-14.0%	-6.4%	-9.2	-0.6%	-4.2%
Cc1cc(C)c2c(c1)NC(=O)C2(O)CC(=O)c1cccs1 (stereo not given)	7.2%	20.6%	0.0%&44.1%	-4.2%	-1.0%	-9.9%	-4.7&-1.2	3.2%	1.6%
Cc1ccc(C(=O)Nc2ccc(SC(F)F)cc2)s1	7.8%	-8.0%	-1.2%	-3.0%	2.4%	-10.3%	-7.0	-10.7%	-13.5%
COc1cccc(CNC(=O)CN(c2ccc(C)cc2)S(=O)(=O)N(C)C)c1OC	13.4%	18.5%	1.1%&0.0%	2.6%	-15.9%	-9.4%	22.5&0.3	.	0.5%
S=C(c1ccc2c(c1)OCO2)N1CCCCC1	0.0%	-1.6%	-10.4%	5.0%	3.0%	?	-8.2	-5.4%	-0.4%
CCN(CC(=O)Nc1c(F)cccc1F)C(=O)CCN1C(=O)C2CC=CCC2C1=O (stereo not given)	.	-3.1%	?	6.2%	-6.8%	.	-9.0	13.7%	-10.8%
c1ccc(Sc2ncccn2)nc1	7.0%	-18.5%	?	-0.9%	-12.0%	-11.3%	-6.3	1.8%	-1.7%
COc1ccc(CCNc2ccc([N+](=O)[O-])cn2)cc1	46.8%	47.2%	12.8%	2.7%	-9.4%	-21.0%	-2.1	-1.8%	-30.8%
Cn1c(=O)n(C)c2cc(/C=N/NC(=O)c3ccc(Cl)cc3)ccc21	-16.2%	-17.8%[11.4 µM]	-1.5%	-6.3%	?	-4.2%	-4.5	-4.5%	-5.6%
CCOC(=O)N1CCN(C(=O)/C(=C/c2ccccc2OC)NC(=O)c2ccccc2)CC1	1.0%	24.4%	12.3%	-2.4%	-4.8%	5.8%	0.7	0.2%	-4.9%
Nc1ccc(Oc2ccc(Br)cc2)cc1	0.6%	-36.9%	-1.2%	-10.1%	-10.8%	?	0.3	1.2%	-7.1%
CCNc1nc(N)c(C(=O)c2ccc(Cl)s2)s1	-23.4%	-8.7%	0.0%	-12.7%	-3.3%	-23.1%	-4.3	-2.3%	-6.9%
CCOC(=O)c1c(NC(=O)COC(=O)c2ncc(Cl)c(Cl)c2Cl)sc(C(=O)N(C)C)c1C	.	5.1%	.	3.6%	-3.5%	.	-7.4	-9.3%	-7.3%
CCCc1cc(C(=O)Nc2ccc(F)c(Cl)c2)no1	14.6%	10.3%	4.2%&2.6%	4.3%	-11.0%	-8.6%	-1.2&-2.8	19.5%	-20.6%

A portion of the library; count on the stated rates, not on these rows.
